E-selectin induc – E-selectin induction on HUVECs; P16581; HUVEC E-selectin immunofluorescence imaging; normalized: neutral wells 0, TNF-alpha wells 100; AID 686992; actives 0.37% (n = 260,000); activation, % at 7.58 µM;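 active means mean E-selectin-positive cell signal at least 10% of the positive control, reached in at least 60% of replicates, without over 20% cell loss; inconclusive means no rule given, readout overlaps actives, possibly toxicity-flagged; inactive means the rest, including those meeting only one limit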;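 further: in these data hits start at about 27%; measured in HUVEC primary endothelial cells; signal is the percent of cells scored E-selectin positive by PE staining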
Target sequence (P16581 whole entry, looked up): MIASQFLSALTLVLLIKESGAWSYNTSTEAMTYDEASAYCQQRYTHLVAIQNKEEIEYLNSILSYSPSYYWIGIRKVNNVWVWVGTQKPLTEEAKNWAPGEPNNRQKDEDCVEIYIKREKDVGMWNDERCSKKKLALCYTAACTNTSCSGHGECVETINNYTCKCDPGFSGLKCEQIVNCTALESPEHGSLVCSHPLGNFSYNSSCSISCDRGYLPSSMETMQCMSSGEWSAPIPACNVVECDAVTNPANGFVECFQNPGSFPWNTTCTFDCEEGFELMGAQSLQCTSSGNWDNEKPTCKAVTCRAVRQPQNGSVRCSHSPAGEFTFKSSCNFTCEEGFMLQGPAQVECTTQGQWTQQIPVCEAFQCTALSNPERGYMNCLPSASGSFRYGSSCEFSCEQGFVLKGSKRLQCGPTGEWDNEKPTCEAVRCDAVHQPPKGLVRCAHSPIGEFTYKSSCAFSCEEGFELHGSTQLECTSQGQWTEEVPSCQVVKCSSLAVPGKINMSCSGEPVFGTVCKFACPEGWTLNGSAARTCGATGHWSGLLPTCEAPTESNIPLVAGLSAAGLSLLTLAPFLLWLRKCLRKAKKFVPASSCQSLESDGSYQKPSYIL
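Assay system: HUVEC primary endothelial cells. Input: 3,000 HUVEC seeded per well. Doses: one compound dose added by pin transfer. Read-out basis: % PE-positive cells. Benchmarks: TNF-alpha high, DMSO low. Detection: immunofluorescence imaging. Buffer or medium: EGM-2, gelatin.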
C2C12 statin – protects C2C12 myotubes from simvastatin toxicity. ATP luminescence, 48 h; scaled: DMSO 0, geranylgeraniol control 100. rescue of ATP level, % at 7.49 µM. actives 0.78% (n = 330,000);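 active means mean ATP rescue above about 67%, or every replicate alone reaching that limit, limit read from the data, passing the limit was not always enough; inconclusive means no clear call, values can overlap the other calls; inactive means mean under the limit and some replicate under it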;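 further: myotubes were challenged with 10 µM simvastatin during compound exposure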
PglD inh – blocks C. jejuni PglD acetyltransferase activity. purified PglD enzyme, DTNB colorimetric CoA detection. inhibition, % at 12.5 µM. actives 0.098% (n = 360,000). AID 602405; in the data active means inhibition above about 16%, passing the limit was not always enough; inconclusive means no clear call, values can overlap the other calls; further: strong numbers were not always called active
DENV2 CPE – inhibitors of DENV2 cytopathic effect. actives 1.7% (n = 350,000). CPE inhibition, % at 9.99 µM. DENV2-infected cells, cytopathic effect rescue, plate reader; in the data active means CPE inhibition above about 20%, passing the limit was not always enough; inconclusive means no clear call, values can overlap the other calls; tested in BHK-21 cells;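 further: 0% = median of neutral control wells and 100% = median of positive control wells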
SIRT5 block – inhibitors of human sirtuin-5 desuccinylase; Q9NXA8; Purified SirT5, succinyl-peptide AMC, trypsin-coupled fluorescence; inhibition, % at 15 µM; actives 1.1% (n = 330,000); AID 652115; in the data active means inhibition above about 15%; inconclusive means no clear call, values can overlap the other calls
ERp5 inh – inhibitors of human ERp5. Q15084. ERp5 insulin aggregation, absorbance 650 nm, 90 min. inhibition, % at 9.99 µM. actives 0.05% (n = 350,000). AID 651711;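 active means mean replicate inhibition above about 25%, with every replicate also reaching it, limit read from the data, passing the limit was not always enough; inconclusive means only one of those two criteria met; inactive means neither criterion met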
Target sequence (Q15084 whole entry, looked up): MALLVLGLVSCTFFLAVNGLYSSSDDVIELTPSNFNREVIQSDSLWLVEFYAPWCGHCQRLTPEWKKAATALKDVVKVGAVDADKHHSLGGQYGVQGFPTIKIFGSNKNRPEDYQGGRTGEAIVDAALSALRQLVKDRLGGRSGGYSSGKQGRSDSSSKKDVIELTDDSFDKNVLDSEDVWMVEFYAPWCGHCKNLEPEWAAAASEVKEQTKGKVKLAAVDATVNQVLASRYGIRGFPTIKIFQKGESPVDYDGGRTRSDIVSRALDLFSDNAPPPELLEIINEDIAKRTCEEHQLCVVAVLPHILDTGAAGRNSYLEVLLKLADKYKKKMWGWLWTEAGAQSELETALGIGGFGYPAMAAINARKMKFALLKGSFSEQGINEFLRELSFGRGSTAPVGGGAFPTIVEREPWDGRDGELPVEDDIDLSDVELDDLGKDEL
S100A4 MyoIIA – blocks human S100A4 binding to myosin IIA peptide; P26447; S100A4/TAMRA-MyoIIA peptide fluorescence polarization; inhibition, % at 10.7 µM; actives 0.14% (n = 360,000);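 active means mean inhibition of at least 70% across replicates, with every replicate also reaching that level; inconclusive means mean inhibition reaches 70% but some replicates fall short; inactive means mean inhibition below 70%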
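Material: S100A4 monomer protein | Medium: HEPES pH 7.2 with CaCl2, KCl, NaCl, DTT, Triton | Reagent: Labelled myosin peptide probe, 5 nM | Doses: One dose per compound | Times: 5 min incubation before reading | Benchmarks: Neutral control DMSO, positive control TFP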
* hit, by the source's call; ? = inconclusive; . = not tested or not shown. These rows are one share of the data; count on the stated rates, not on these rows.

Compound	E-selectin induc	C2C12 statin	PglD inh	DENV2 CPE	SIRT5 block	ERp5 inh	S100A4 MyoIIA
O=C(C[C@H]1CC[C@H]2[C@@H](COC[C@@H](O)CN2C(=O)c2ccc(F)cc2)O1)NCc1cccc(F)c1	0.0	14.9	-3.3	-0.7	-1.0	1.8	-27.8
Cc1cc(N2CCN(C(=O)c3ccco3)CC2)c2ccccc2n1	.	1.0	3.2	-2.7	-1.8	1.1	0.2
COc1cccc2sc(N3CCN(C(=O)c4ccco4)CC3)nc12	.	-1.9	2.5	?	-2.2	0.6	-1.8
O=C(C[C@@H]1C/C=C\C[C@H](NC(=O)OCC2c3ccccc3-c3ccccc32)C(=O)OC[C@@H]2CCCN2C1=O)N[C@@H](CO)Cc1ccccc1	9.7	-57.9	2.5	-7.9	.	6.1	-4.4
Cc1cc(C)cc(N(C(=O)CNC(=O)c2ccco2)C(C(=O)NC2CCCCC2)c2ccncc2)c1 (stereo not given)	.	10.0	4.5	2.1	9.8	3.3	1.1
COc1cccc(CN2CCCC(C(=O)N3CCCCC3)C2)c1 (stereo not given)	.	6.6	0.3	13.5	-1.9	2.7	-8.7
Cc1noc(C)c1COc1ccccc1C(=O)N1CCN(S(=O)(=O)c2ccccc2Br)CC1	.	7.5	2.6	10.7	0.7	2.4	-0.1
CN1CCN(C(=O)C(N)Cc2ccccc2)CC1 (stereo not given)	.	.	.	.	0.5	4.6	-1.0
O=C(COC(=O)CNC(=O)C1CCCCC1)Nc1ccc(Cl)cc1F	.	.	.	-2.7	-0.8	0.6	-1.4
CC(Oc1ccc(Cl)cc1)C(=O)Nc1sccc1C(N)=O (stereo not given)	8.6	.	.	-4.0	-0.3	0.4	-3.2
O=C(c1cccnc1)N1CC(=O)N2[C@H](CO)[C@H](c3ccc(-c4cccnc4)cc3)[C@@H]2C1	0.2	.	.	10.3	-2.9	-2.5	7.9
CCOC(=O)c1ccccc1Nc1cc(C)nc2nc(C)nn12	-0.2	5.9	-3.0	2.7	-0.8	0.3	-4.0
CCOc1ccc(N(CC(=O)Nc2c(C)cccc2C)S(=O)(=O)c2c(C)[nH]c(=O)[nH]c2=O)cc1	15.9	.	3.0	2.7	1.2	1.7	-8.5
C[C@H]1CCCCO[C@@H](CN(C)Cc2ccc(C(F)(F)F)cc2)[C@@H](C)CN([C@@H](C)CO)C(=O)c2cc(NC(=O)NC3CCCCC3)ccc2O1	1.7	.	2.4	-2.5	4.3	0.6	-7.9
COC(=O)[C@@]1(Sc2ccc(C)cc2)CC(=O)N(c2ccc(Cl)cc2)[C@@H]1c1ccccc1	1.8	.	.	-1.1	-4.2	4.1	-0.2
C[C@H]1CCCCO[C@H](CN(C)C(=O)C2CCCCC2)[C@@H](C)CN([C@@H](C)CO)C(=O)c2cc(NC(=O)c3ccncc3)ccc2O1	0.1	46.2	0.4	2.1	14.2	5.0	3.0
CCOC(=O)CN(C(=O)COc1nc(-c2ccccc2)cc(C)c1C#N)c1ccc(C)cc1	16.2	.	.	2.4	1.5	3.0	-5.3
CCc1nc(NC(=O)Cc2csc(C)n2)sc1C(=O)OC	0.3	13.6	-2.4	3.1	-0.3	2.8	-0.5
CCCNC(=O)N(C)C[C@H]1[C@H](c2ccccc2)[C@@H](CO)N1C(=O)c1ccccc1	0.2	4.4	-3.0	-1.1	3.7	7.2	4.9
O=C1NNC(c2ccccc2)=N/C1=C\c1ccccc1Cl	2.6	.	2.3	3.9	-2.6	-2.7	-3.8

Further results
Compound	E-selectin induc	C2C12 statin	PglD inh	DENV2 CPE	SIRT5 block	ERp5 inh	S100A4 MyoIIA
Cc1ccc(C(=O)c2cccc(N)c2)cc1C	.	5.5	-5.9	0.5	0.0	-4.1	-6.3
CCCC(C)(C)C(=O)N1CCC1(C)C(=O)Nc1ccc2c(c1)OCCO2 (stereo not given)	0.2	-14.0	0.6	6.9	.	-0.1	0.3
O=C(Nc1ccc2sccc2c1)c1cccc(N2C(=O)CCC2=O)c1	.	.	.	-2.2	1.7	-2.3	-0.1
CCC1CCC(C(=O)NC(C(=O)Nc2ccc3c(c2)OCCO3)C(C)C)CC1 (stereo not given)	-1.0	-19.9	5.3	.	.	.	.
Cc1ccc(S(=O)(=O)Nc2ccc3c(c2)C(=O)N([C@@H](C)CO)C[C@@H](C)[C@H](CN(C)S(=O)(=O)c2cn(C)cn2)OCCCC[C@@H](C)O3)cc1	-0.1	.	-1.6	20.5*	-0.6	3.3	-4.7
COc1ccccc1N1CCN(/N=C/c2ccc(C(=O)O)cc2)CC1	.	6.3	3.8	?	-3.7	2.5	3.5
CC(=O)Nc1ccc(C2Nc3ccccc3C(=O)N2C2CCCCC2)cc1 (stereo not given)	.	9.5	-6.9	.	-15.1	-9.6	1.5
O=C(O)C1C2CCC1C(O)C2 (stereo not given)	0.1	.	.	3.0	.	6.1	4.9
O=C(C[C@@H]1C[C@H]2c3cc(NC(=O)CC4CC4)ccc3O[C@H]2[C@H](CO)O1)NCc1ccccc1	-0.5	-2.7	-2.6	-2.6	-3.3	3.9	5.3
COc1ccccc1S(=O)(=O)N[C@H]1CC[C@H](CC(=O)N2CCN(C)CC2)O[C@H]1CO	0.2	-8.3	-0.6	12.8	-2.1	-1.8	-0.9
CCC(=O)N1C[C@H](O)COC[C@@H]2O[C@H](CC(=O)NCc3ccc(Oc4ccccc4)cc3)CC[C@H]21	0.3	16.6	-6.0	0.0	6.0	-1.0	11.6
Cc1cc(C)n(CC(C)Nc2nc3nonc3nc2N2CCCCC2)n1 (stereo not given)	.	4.3	4.7	-0.1	-1.3	-0.3	1.3
CNC(=O)C[C@H]1C(=O)N(c2ccc(OC)cc2)C[C@@H]1Cc1ccccc1	25.0	8.5	.	-3.2	.	4.4	-0.6
CN(C)S(=O)(=O)c1ccc(C(=O)NCc2nnc(SCC(=O)c3ccccc3)o2)cc1	-0.2	3.5	-1.8	0.3	-3.9	-5.0	-6.6
O=C(C[C@H]1CC[C@@H]2[C@H](COC[C@@H](O)CN2Cc2cccc(F)c2)O1)NCc1cccc(F)c1	0.0	3.3	-3.4	-3.5	-1.6	4.8	-2.0
COc1ccc(/C=N/NS(C)(=O)=O)c(OC)c1	-1.0	.	-0.2	.	1.2	-3.0	-7.3
O=C(c1ccco1)N1CCN=C1SCc1ccccc1F	.	-2.5	-8.2	-1.1	.	0.9	-7.4
C[C@H]1CN([C@@H](C)CO)C(=O)c2cc(NS(=O)(=O)c3cn(C)cn3)ccc2O[C@@H]1CN(C)Cc1ccc(C(=O)Nc2ccccc2N)cc1	.	-22.6	-2.0	-1.5	.	1.2	-26.7
Cc1cc(S(=O)(=O)N2CCCC2)ccc1OCC(=O)NC1CCCC1	.	10.2	.	-3.2	0.5	5.2	-4.9
O=C(O)[C@]1(Cc2ccccc2)N=C(c2ccc(OCCCO)cc2)O[C@@H]1c1ccccc1	.	.	0.8	1.3	1.3	2.2	13.1

(further entries)
Compound	E-selectin induc	C2C12 statin	PglD inh	DENV2 CPE	SIRT5 block	ERp5 inh	S100A4 MyoIIA
O=C(Nc1ccccc1F)N1C[C@H]2[C@@H](c3ccccc31)[C@H](CO)N2C(=O)Nc1ccccc1	0.0	-5.4	5.2	5.4	0.6	-1.7	-1.6
Cc1ccc(N2CCN(CC(O)COc3cccc4ccccc34)CC2)cc1 (stereo not given)	.	22.4	-7.8	-3.1	2.9	2.7	-1.3
CCOC(=O)C1CCCN(S(=O)(=O)c2cc3c4c(c2)CCN4C(=O)CC3)C1 (stereo not given)	-0.1	-5.1	-0.7	-3.0	-2.9	18.4	0.6
CC(=NNc1nc2ccccc2o1)c1cc2ccccc2cn1	-0.3	.	.	-0.1	1.6	8.0	0.5
O=C(O)c1ccc(CN2C[C@@H](CO)O[C@@H](n3cnc4c(NCc5ccc(F)cc5)ncnc43)C2)cc1	-0.1	1.8	3.0	8.5	6.9	2.4	8.8
C=CCn1c(CC(C)(C)C)nc2ccccc21	.	.	.	-2.5	-0.2	2.8	-2.5
COc1ccccc1CC(NC(C)=O)C(=O)NC1CCN(S(=O)(=O)c2ccccc2)CC1 (stereo not given)	.	-0.5	3.8	5.7	2.1	-6.1	1.5
CO[C@H]1CN(C)C(=O)c2cc(NS(=O)(=O)c3cccc(F)c3)ccc2OC[C@H](C)N(C(=O)Cc2cccnc2)C[C@H]1C	-0.1	18.0	3.4	-3.2	0.0	1.0	0.9
COc1cccc(CN2CC(C(=O)NCCCCc3ccccn3)CCC2=O)c1 (stereo not given)	-0.7	6.9	-3.6	6.0	-1.2	-1.8	0.1
O=C(CSc1ncn[nH]1)NCc1ccc(Cl)cc1	-0.1	17.1	-0.6	13.0	-8.9	4.2	-4.0
CN(Cc1ccccc1)S(=O)(=O)c1cccc(C(=O)O)c1	.	.	.	1.8	31.0*	-1.0	10.5
CN(CCC1CCOCC1)C(=O)CC1C(=O)NCCN1Cc1c(F)cccc1Cl (stereo not given)	-0.2	-1.1	0.2	-5.8	6.0	5.4	-2.0
Cn1nccc1C(=O)Nc1sc2c(c1C(N)=O)CCCC2	.	-7.3	.	4.3	-7.7	-5.0	-3.0
COc1cc(C(=S)N2CCOCC2)cc(OC)c1OC(=O)c1ccc([N+](=O)[O-])cc1[N+](=O)[O-]	.	8.8	-3.0	-1.2	-5.2	4.4	0.3
Cc1ccccc1OCC(=O)NC(C)c1ccccc1 (stereo not given)	.	4.0	0.9	2.7	-1.7	-0.1	1.5
COc1ccc(Cn2c(=O)[nH]c3cc(C(=O)Nc4ccccc4C)ccc32)cc1	0.0	21.1	4.0	-3.0	0.5	-2.5	0.3
O=C1c2ccccc2S(=O)(=O)N1Cc1c(F)cccc1Cl	-0.1	.	-4.6	1.7	-3.7	-3.5	-9.2
Cc1cc(C)c2oc(C(=O)N3CCN(C)CC3)cc(=O)c2c1	0.0	1.4	-0.3	0.4	-1.4	6.7	-1.3
Cc1c(/C(O)=C2/C(=O)C(=O)N(CCN3CCOCC3)C2c2ccccn2)cnn1-c1ccccc1 (stereo not given)	.	.	0.7	-9.3	0.0	?	7.9
C[C@H]1CN([C@@H](C)CO)C(=O)c2cc(NC(=O)Nc3ccccc3)ccc2O[C@H]1CN(C)Cc1ccc(-c2ccccc2)cc1	0.0	-14.9	-1.3	-22.5	5.4	2.2	2.0
COc1ccc(/C=N/n2nnnc2N)cc1OC	0.2	.	0.3	3.5	-1.3	8.3	-2.4
CC(=O)Oc1cccc(/C=C2\Sc3ccccc3C2=O)c1	4.7	.	.	-1.3	0.3	-0.2	-5.6
Cc1ccc(S(=O)(=O)N[C@H]2CC[C@H](CC(=O)NCCc3ccncc3)O[C@@H]2CO)cc1	-0.3	-6.6	-0.4	-2.2	1.5	-2.9	3.2

Some entries already given, showing only PglD inh, S100A4 MyoIIA and E-selectin induc:
mol	PglD inh	S100A4 MyoIIA	E-selectin induc
Cc1cc(C)c2oc(C(=O)N3CCN(C)CC3)cc(=O)c2c1	-0.3	-1.3	0.0
CN(Cc1ccccc1)S(=O)(=O)c1cccc(C(=O)O)c1	.	10.5	.
Cn1nccc1C(=O)Nc1sc2c(c1C(N)=O)CCCC2	.	-3.0	.

Three compounds from above, ordered by heavy-atom count, ascending.
Compound	E-selectin induc	C2C12 statin	PglD inh	DENV2 CPE	SIRT5 block	ERp5 inh	S100A4 MyoIIA
Cn1nccc1C(=O)Nc1sc2c(c1C(N)=O)CCCC2	.	-7.3	.	4.3	-7.7	-5.0	-3.0
O=C(Nc1ccccc1F)N1C[C@H]2[C@@H](c3ccccc31)[C@H](CO)N2C(=O)Nc1ccccc1	0.0	-5.4	5.2	5.4	0.6	-1.7	-1.6
Cc1c(/C(O)=C2/C(=O)C(=O)N(CCN3CCOCC3)C2c2ccccn2)cnn1-c1ccccc1 (stereo not given)	.	.	0.7	-9.3	0.0	?	7.9
